ADAM17 inh: ADAM17 inhibitors, primary screen, biochemical, QFRET; recombinant ADAM17, EDANS/DABCYL FRET peptide cleavage; inhibition, % at 6.95 µM; 370,000 tested, 0.83% active; AID 720648, 2013; Disintegrin and metalloproteinase domain-containing protein 17 (Homo sapiens), P78536;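 active means inhibition above the mean of compounds lying between control limits plus 3 SD, set per campaign, cut at about 8.5% in these data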;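 further: 0% = DMSO-only wells as the low control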
TDP2 inh: human TDP2 enzyme inhibitors, primary screen, biochemical, epi absorbance, recombinant enzyme; 370,000 tested, 0.34% active; AID 720702, 2013; inhibition, % at 12.8 µM; T5PNP hydrolysis, p-nitrophenol absorbance 415 nm; Tyrosyl-DNA phosphodiesterase 2 (Homo sapiens), O95551;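 active means inhibition above the mean of all tested compounds plus 3 SD, set per campaign, cut at about 25% in these data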;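 further: 0% = DMSO with enzyme and 100% = buffer with substrate but no TDP2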
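Test system: human TDP2 enzyme; Input: 120 nM TDP2 per well; Buffer or medium: Mg2+-containing Tris-HCl buffer, pH 7.5; Reagent: 5 mM T5PNP; Dosing: 12.8 µM single point, 1% DMSO; Incubation: reaction 2 h, 37 °C; Detection: p-Nitrophenol epi absorbance; Read-out: % inhibition relative to enzyme-containing and enzyme-free wells; Replicates: single well per compound.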
DDE Tn7 FP inh: inhibitors of Tn7 peptide binding to fibrin DD(E), primary screen, biochemical, fluorescence polarization, human fibrin, Tn7 probe. inhibition, % at 8.3 µM. Fibrinogen beta chain (Homo sapiens), P02675. FP displacement of FITC-Tn7 peptide from fibrin DD(E); 0% = median of compound wells per plate. 370,000 tested, 0.13% active. AID 720508, 2013;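 active means inhibition above the mean of compounds falling within the control limits plus 3 SD of them, cut at about 14% in these data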;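 further: 0% = plate median of compound wells and 100% = 10 µM Aha-Tn7 peptide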
Target sequence (P02675 whole entry, looked up): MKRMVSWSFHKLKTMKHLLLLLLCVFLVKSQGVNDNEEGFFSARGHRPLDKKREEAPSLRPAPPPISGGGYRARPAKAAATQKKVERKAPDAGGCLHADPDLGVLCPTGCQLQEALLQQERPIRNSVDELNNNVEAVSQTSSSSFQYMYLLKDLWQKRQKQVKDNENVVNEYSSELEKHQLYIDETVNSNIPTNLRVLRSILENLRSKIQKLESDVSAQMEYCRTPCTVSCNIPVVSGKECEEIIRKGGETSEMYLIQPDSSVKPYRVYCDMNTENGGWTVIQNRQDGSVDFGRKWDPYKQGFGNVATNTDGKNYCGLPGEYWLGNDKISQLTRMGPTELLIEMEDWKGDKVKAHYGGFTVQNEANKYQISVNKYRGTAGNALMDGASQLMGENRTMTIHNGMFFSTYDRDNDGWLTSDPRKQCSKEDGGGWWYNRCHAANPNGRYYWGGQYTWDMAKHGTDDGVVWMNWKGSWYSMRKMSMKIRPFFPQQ
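Assay system: Human fibrin DD(E) protein | Medium: Tris buffer with calcium and detergent, pH 7.8 | Reagent: 0.1 µM fluorescent Tn7 | Compound dosing: Single point at 8.3 µM | Times: 10 min preincubation, 3 h with tracer, room temperature | Detection: Fluorescence polarization of the labelled Tn7 tracer | Controls: Aha-Tn7 high control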
Tn6 DDE FP: inhibitors of Tn6 peptide binding to fibrin DD(E), primary screen, biochemical, fluorescence polarization, human fibrin, Tn6 probe | Fibrinogen beta chain (Homo sapiens), P02675 | 370,000 tested, 0.21% active | inhibition, % at 8.3 µM | Fibrin DD(E) TRITC-Tn6 fluorescence polarization displacement;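 active means inhibition above a per-campaign cutoff: mean of compounds within control limits plus 3 SD, cut at about 15% in these data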;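 further: 0% = median of all compound wells on the plate and 100% = blocking peptide control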
KLK7 zymogen act: proKLK7 zymogen activators, primary screen, biochemical, fluorescence intensity. Kallikrein-7 (Homo sapiens), P49862. purified proKLK7, EDANS-DABCYL substrate fluorescence; 100% is mature enzyme control, 0% vehicle. activation, % at 7 µM. 370,000 tested, 0.9% active. AID 652039, 2013;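 active means activation above the mean of all tested compounds plus 3 SD, computed per campaign excluding outliers beyond control limits, cut at about 13% in these data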
LEDGF integ inh: blockers of LEDGF/p75-dependent integrase strand transfer – biochemical, TR-FRET, high throughput, primary screen | inhibition, % at 3.7 µM | 370,000 tested, 0.64% active | AID 743269, 2014 | HIV-1 integrase (with human LEDGF/p75) | TR-FRET IN-LEDGF/p75 DNA integration, Eu/Cy5;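 active means inhibition above the screen-wide mean plus 3 SD, cut at about 13% in these data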;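 further: signal is the Cy5 over europium emission ratio at 671 and 618 nm; 0% = plate median of compound wells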
PLCg1 inh: PLC-gamma1 enzyme inhibitors, primary screen, biochemical, fluorescence, purified enzyme | 370,000 tested, 0.84% active | inhibition, % at 12.2 µM | fluorogenic substrate | AID 720700, 2013 | 1-phosphatidylinositol 4,5-bisphosphate phosphodiesterase gamma-1 (Homo sapiens), P19174; in the data active means inhibition above about 9.5%
ADAM10 inh: human ADAM10 inhibitors, primary screen, biochemical, QFRET, HTS; recombinant ADAM10, EDANS/DABCYL FRET peptide cleavage, 3 h; inhibition, % at 7 µM; 370,000 tested, 0.62% active;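 active means inhibition above a per-campaign cutoff equal to the mean of compounds falling between control-based bounds plus 3 SD, cut at about 20% in these data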;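 further: 0% = DMSO wells while the 100% control is not disclosed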
ASAP1 GAP inh: inhibitors of human ASAP1 ArfGAP activity, primary screen, biochemical, fluorescence polarization. ASAP1-stimulated ARF1 GTP hydrolysis, GDP FP detection. inhibition, % at 16.5 µM. Arf-GAP with SH3 domain, ANK repeat and PH domain-containing protein 1 (Homo sapiens), …. AID 624377, 2012. 360,000 tested, 0.19% active; in the data active means inhibition above about 25%;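 further: 0% = vehicle with enzyme and substrate and 100% = no enzyme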
Target sequence (Q9ULH1 325-724 limits assumed): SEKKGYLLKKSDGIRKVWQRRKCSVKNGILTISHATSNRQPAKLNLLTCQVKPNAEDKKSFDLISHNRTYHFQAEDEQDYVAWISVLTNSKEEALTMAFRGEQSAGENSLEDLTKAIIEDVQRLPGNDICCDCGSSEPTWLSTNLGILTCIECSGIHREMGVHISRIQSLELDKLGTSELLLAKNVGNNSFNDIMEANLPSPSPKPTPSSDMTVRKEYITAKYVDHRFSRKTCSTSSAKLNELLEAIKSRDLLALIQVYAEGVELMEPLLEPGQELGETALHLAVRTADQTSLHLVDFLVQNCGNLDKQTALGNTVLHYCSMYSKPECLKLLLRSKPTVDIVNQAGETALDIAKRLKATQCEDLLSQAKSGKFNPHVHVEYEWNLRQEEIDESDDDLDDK
ARFGAP1 inhibitor: inhibitors of rat ARFGAP1 GAP activity, primary screen, biochemical, fluorescence polarization, GDP tracer; 360,000 tested, 0.26% active; Arfgap1-stimulated ARF1 GTP hydrolysis, GDP FP detection; ADP-ribosylation factor GTPase-activating protein 1 (Rattus norvegicus), Q62848; AID 651572, 2012; inhibition, % at 16.5 µM;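 active means inhibition above a per-plate limit, mean inhibition of low control wells plus 3 SD, cut at about 25% in these data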;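 further: 0% = DMSO wells with enzyme and 100% = wells lacking Arfgap1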
Target sequence (Q62848 1-136 limits assumed): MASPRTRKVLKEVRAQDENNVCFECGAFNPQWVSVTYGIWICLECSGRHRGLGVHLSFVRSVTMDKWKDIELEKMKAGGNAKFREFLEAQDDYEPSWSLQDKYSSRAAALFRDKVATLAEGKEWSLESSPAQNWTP
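Replicates: Single well per compound | Assay system: Truncated rat Arfgap1 GAP domain | Control set: No-Arfgap1 wells (100%) versus DMSO full-reaction wells (0%) | Times: Enzyme reaction 120 min at 25 °C after 20 min preincubation | Reagent: Human ARF1(Δ1-17)-GTP substrate | Measured by: Tracer-displacement fluorescence polarization with EDTA stop, 620/688 nm | Measure: Percent inhibition of Arfgap1-stimulated GTP hydrolysis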
* = called active by the depositor; / = no result given.

SMILES | ADAM17 inh | TDP2 inh | DDE Tn7 FP inh | Tn6 DDE FP | KLK7 zymogen act | LEDGF integ inh | PLCg1 inh | ADAM10 inh | ASAP1 GAP inh | ARFGAP1 inhibitor
COc1ccccc1-c1c(C)nn2c(N)c(-c3ccc(Cl)cc3)cnc12 | -4.5 | -0.9 | 7.8 | 6.7 | 0.1 | -1.2 | -11.3 | -3.9 | -9.8 | -1.8
CC(=O)OCC(=O)Nc1ccc(C(C)=O)cc1 | -2.8 | -1.9 | -4.1 | -8.3 | -0.2 | 0.8 | 2.4 | -2.8 | 4.0 | -6.3
COc1ccc(S(N)(=O)=O)cc1C(N)=O | -5.2 | -10.0 | -2.2 | -7.6 | 0.2 | -3.6 | 5.0 | 3.6 | 2.0 | 16.3
CCC(C)(C)NC(=O)C(c1cccc(OC)c1OC)N(CCC(C)C)C(=O)CCC(=O)Nc1cc(C)on1 (configuration not stated) | 0.3 | -0.8 | -2.1 | 2.4 | -0.8 | -6.0 | 3.5 | -9.1 | -13.6 | -3.6
COC(=O)[C@@]12C[C@@H](CC(=O)NCc3ccc(OC)c(OC)c3)C(=O)N(Cc3ccc4c(c3)OCO4)C1=CCC(C)(C)C2 | 3.9 | -3.0 | 1.5 | 0.5 | 1.4 | 0.4 | 3.2 | 0.0 | 12.3 | 3.3
Cc1nc(-c2cc(-c3ccc(Cl)cc3)no2)cs1 | -2.5 | 1.2 | 8.4 | 1.8 | 0.3 | 2.1 | -2.8 | -10.9 | 17.5 | 4.2
CC(=O)c1ccc(NC(=O)Nc2ccc([N+](=O)[O-])cc2)cc1 | -4.7 | -4.7 | 7.9 | 0.7 | 0.0 | -2.9 | -0.3 | 4.7 | -2.9 | -2.9
CCOC(=O)C1CCN(S(=O)(=O)c2ccc(OC)c(C(=O)N3CCCCCC3)c2)CC1 | -3.9 | -1.9 | 0.2 | -2.6 | 0.4 | 0.0 | 0.5 | -2.0 | -5.8 | 1.1
C/C(=N\NC(=O)OC(C)(C)C)c1ccccc1Br | 1.0 | -9.2 | 2.7 | 3.0 | -0.3 | 3.3 | 3.0 | 3.6 | -1.1 | -1.0
CC(C)C(OC(=O)/C=C/c1ccc2c(c1)OCO2)C(=O)NC(N)=O (configuration not stated) | -21.6 | 4.2 | -0.3 | 0.9 | 1.9 | -1.6 | -27.4 | -66.2 | -2.8 | 21.7
CC1CCN(c2c(NCc3ccc(C(=O)NCCc4ccc(Cl)cc4)cc3)c(=O)c2=O)CC1 | 0.6 | -1.2 | -8.4 | -1.1 | 0.1 | 3.3 | -1.8 | -0.3 | 7.0 | -1.6
COc1cc(/C=C2\SC(=S)N(NS(=O)(=O)c3ccc(C)cc3)C2=O)cc(OC)c1OC | -3.3 | -4.3 | -4.3 | -6.8 | 0.3 | 2.6 | -0.9 | -2.1 | 21.9 | -12.2
CCN1CCCC(CO)(Cc2ccccc2)C1 (configuration not stated) | -1.0 | -9.3 | -7.7 | 1.0 | 0.0 | -2.5 | 4.1 | -7.2 | 6.3 | -3.6
Cc1cc2n(n1)SC(Nc1ccc(F)cc1)N2 (configuration not stated) | 3.0 | -8.4 | -7.0 | 3.6 | -0.1 | 3.5 | 10.4* | 7.0 | -7.8 | -6.4
CCOC(=O)[C@@]12CCCC=C1N(CCc1ccc(Cl)cc1)C(=O)[C@H]2CC(=O)N1CCCC1 | 0.6 | 0.8 | -0.5 | 2.8 | -0.2 | 0.1 | -1.9 | -7.8 | / | /
CCOC1=C2CN(S(=O)(=O)c3ccc(C)cc3)[C@H](c3ccccc3)C[C@@H]2N(S(=O)(=O)c2ccc(C)cc2)[C@H](c2cccc(C)c2)C1 | 0.8 | -9.9 | -1.4 | -1.6 | 0.3 | -5.8 | -0.3 | -7.3 | -7.1 | 6.3
Cc1nc(-c2ccccc2OC(F)(F)F)[nH]c(=O)c1Cl | -4.2 | 9.8 | 6.3 | -4.9 | 0.6 | 0.3 | -3.6 | -0.9 | -8.4 | 0.1
O=C(COC(=O)Cc1ccc(Cl)cc1)Nc1ccccc1F | 0.5 | 1.4 | 1.4 | -2.4 | -0.3 | 5.9 | 1.6 | -0.6 | 1.1 | 6.6
COc1cccc(N2C(=O)C3CCCN3C2=S)c1 (configuration not stated) | -3.5 | 0.2 | -2.9 | 2.8 | 0.3 | -1.8 | 0.5 | -11.0 | 5.3 | 8.3
Cc1ccc(NS(=O)(=O)c2ccc(C)c(NC(=O)c3ccc(S(=O)(=O)N4CCCCCC4)cc3)c2)c(C)c1 | 8.8* | -2.1 | 3.6 | -6.1 | -0.8 | -2.6 | -2.4 | 23.3* | 9.7 | 13.8
COc1ccc([C@H]2C[C@@H](n3cc(-c4ccc(F)cc4)nn3)[C@H](O)CN2CC2CCCCC2)cc1 | 0.4 | 7.0 | -3.0 | 0.3 | 0.0 | 0.4 | -0.1 | -2.4 | -10.3 | -16.9
COC(=O)[C@]12CCCCC=C1N(Cc1ccc(Cl)cc1Cl)C(=O)[C@H](CC(=O)NCCCN1CCCC1=O)C2 | -1.1 | 7.3 | 2.0 | 0.6 | 0.4 | -2.3 | 2.8 | -8.2 | 10.8 | 10.8
COc1cc(C(=O)NNC(=O)CN2C(=O)NC3(CCCC3)C2=O)cc(OC)c1OC | -3.6 | -6.4 | 8.4 | -6.2 | -0.4 | 0.3 | -1.3 | -6.5 | 5.7 | -5.6
CCC(c1nc2ccccc2[nH]1)n1c(-c2cccnc2)nc2ccccc21 (configuration not stated) | 2.9 | -6.5 | -4.6 | -10.2 | -1.1 | 1.1 | 4.8 | -3.7 | 7.6 | 8.1
Nc1ccc(C(=O)OC2CCOC2=O)cc1[N+](=O)[O-] (configuration not stated) | -0.6 | 0.6 | -1.9 | -3.5 | -0.2 | 0.0 | -0.5 | 0.3 | -14.5 | -0.5
Cc1ccc(C(=O)NC(=S)Nc2ccc(N3CCOCC3)cc2)cc1 | 1.0 | -4.8 | 0.9 | 2.3 | 1.0 | 6.1 | 2.2 | 6.3 | -8.0 | -2.4
COc1cccc(C(=O)Nc2c[nH]c(=O)[nH]c2=O)c1 | 0.5 | -11.2 | -5.7 | -4.2 | 0.4 | -8.3 | -0.3 | -14.4 | -3.0 | 9.1
O=C(NCc1ccc(Cl)cc1)C1CCC(=O)N(C2CCCCCC2)C1 (configuration not stated) | -0.1 | -9.5 | -2.1 | -0.2 | -0.1 | -1.7 | 2.9 | 1.6 | 9.9 | -7.4
COC(=O)c1ccc(/C=N/NC(=O)CC(=O)NC2CCCCC2)cc1 | -2.6 | 7.8 | -1.1 | 1.5 | -0.4 | -0.9 | 0.6 | 2.5 | 11.1 | 7.3
Cc1ccc(C(=O)Nc2cccc(C(=O)N3CCN(C)CC3)c2)cc1 | 5.5 | 9.6 | -4.9 | -1.0 | -0.3 | -0.1 | 4.1 | -2.2 | 12.4 | 13.8
O=C(COc1ccc(S(=O)(=O)N2CCOCC2)cc1)NCc1ccccc1 | 0.5 | -3.4 | -2.7 | -1.2 | -0.1 | 4.7 | 4.7 | 3.7 | -29.2 | -7.8
COc1ccc(N2CCN(C(CNC(=O)C(=O)NCCCO)c3ccco3)CC2)cc1 (configuration not stated) | -1.5 | 19.4 | -1.5 | 5.8 | -0.8 | -0.1 | 2.2 | -0.1 | 13.3 | -0.9
S=C(NCCc1ccccc1)Nc1cccc2cnccc12 | -3.6 | 1.2 | 3.3 | 0.3 | 0.8 | -1.1 | -2.6 | -0.9 | 14.9 | -5.1
NC(=O)C1CCN(C(=O)COc2ccc3ccccc3c2Br)CC1 | -4.7 | -2.5 | -0.7 | -2.1 | 0.5 | 1.8 | 5.2 | -0.3 | -18.6 | -1.1
Cc1sc2nc(CSC(C)C(=O)N(C)CC(=O)Nc3ccccc3C(F)(F)F)[nH]c(=O)c2c1C (configuration not stated) | -5.7 | -6.8 | 3.9 | -0.8 | -0.3 | -1.6 | -18.2 | -12.7 | -3.2 | -7.4
Cc1ccc(NC(=O)COC(=O)c2ccco2)cc1 | 0.1 | -2.0 | -1.8 | -3.8 | -0.4 | -0.9 | -1.2 | 5.1 | -0.3 | -6.4
C[C@@H](O)CNC(=O)c1[nH]cnc1C(=O)Nc1cccc(Cl)c1 | -7.7 | 5.8 | 2.6 | 1.7 | 0.3 | -1.0 | -1.3 | -11.0 | 8.1 | 0.8
CC(C)C[C@@H](CNCC(=O)[C@H](Cc1c[nH]c2ccccc12)NC(=O)c1[nH]cnc1C(=O)N[C@@H](C)CN)NC(=O)c1nc[nH]c1C(=O)N[C@@H](C)C(=O)O | -5.2 | 8.1 | -7.8 | 0.0 | -0.2 | 0.8 | -23.1 | -22.6 | 7.0 | -10.0
Cc1cc(OCC(=O)Nc2ncn[nH]2)ccc1Cl | -5.6 | 7.6 | 2.6 | -12.4 | -0.5 | 1.5 | -1.8 | 4.0 | -4.6 | -0.6
O=C(CN1C(=O)NC(c2ccccc2)(c2ccccc2)C1=O)NCc1ccco1 | -2.9 | 3.4 | -0.3 | 14.0 | -0.3 | 0.7 | -1.1 | -10.4 | -7.5 | 9.2

Source: PubChem (The Scripps Research Institute Molecular Screening Center)
